Assay outcomes (PubChem)
RmlCD inh 1536 = inhibitors of Mycobacterium tuberculosis RmlC and RmlD coupled enzymes; P9WH09+P9WH11; RmlC+RmlD coupled enzyme assay, percent inhibition; primary screen in compound mixtures; inhibition, % at 3.6 µM; actives 0.03% (n = 160,000); in the data active = inhibition mostly above about 34%, no sharp cut-off; inconclusive = no clear call, values can overlap the other calls; inactive = mostly below about 22%; note: some results filed as inactive read as strong as hits
Target sequence (P9WH09 whole entry, looked up): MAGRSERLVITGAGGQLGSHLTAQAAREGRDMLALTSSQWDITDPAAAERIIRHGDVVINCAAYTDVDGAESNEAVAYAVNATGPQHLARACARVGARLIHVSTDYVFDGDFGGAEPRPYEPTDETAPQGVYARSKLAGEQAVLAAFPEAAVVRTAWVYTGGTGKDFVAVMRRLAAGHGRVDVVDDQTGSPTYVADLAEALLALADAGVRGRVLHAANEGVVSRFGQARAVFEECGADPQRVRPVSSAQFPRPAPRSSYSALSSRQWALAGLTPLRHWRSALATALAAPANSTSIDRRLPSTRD
Target sequence (P9WH11 whole entry, looked up): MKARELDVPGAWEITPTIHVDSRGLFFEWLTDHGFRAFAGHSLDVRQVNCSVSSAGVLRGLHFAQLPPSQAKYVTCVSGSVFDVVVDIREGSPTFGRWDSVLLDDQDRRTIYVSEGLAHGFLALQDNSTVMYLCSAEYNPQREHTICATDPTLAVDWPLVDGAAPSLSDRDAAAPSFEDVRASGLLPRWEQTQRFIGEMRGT
M. tuberculosis GlmU = inhibition of mycobacterial GlmU enzyme – biochemical, glucosamine-1-phosphate acetyltransferase (AID 1376); M. tuberculosis GlmU acetyltransferase enzyme assay; higher % means a stronger effect; actives 0.25% (n = 220,000); one-dose inhibition, %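 (tested at 30 µM in the primary screen)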; IC50 in µM for titrated hits; in the data active = inhibition above about 13%; inconclusive = no clear call, values can overlap the other calls;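 note: 0% = complete reaction with vehicle and 100% = reaction without substrate; strong numbers were not always called active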
The depositor's hits bear a star; ? = inconclusive; . = no result given. An excerpt; rates above refer to the full screens.

SMILES	RmlCD inh 1536	M. tuberculosis GlmU
COc1ccc(Cc2nc(N)nc(N)n2)cc1	.	-2.2%
CC(/C=C/c1ccccc1F)=N\NC(=O)c1cccc(F)c1	-6	1.9%
COCCCNC(=S)N/N=C/c1ccc(OC)c(Br)c1	4	-3.4%
O=C1N(Cc2cccc(Cl)c2)C[C@@H]2C[C@@H](c3ccccn3)N3CCC[C@@]123	-4	-1.8%
C=CCn1c(SCC(=O)Nc2nc3ccccc3s2)nc(O)c(CC)c1=O	15	9.5%
CCN1CCN(C(c2cccs2)C(C)NC(=O)c2ccccc2)CC1 (centres undefined)	-2	-3.5%
COc1ccc(/C=N/NC(=O)CC(=O)NCc2cccnc2)c(OC)c1	.	-0.1%
C#CCOCCOCCOCCNc1nc(N2CCN(C(=O)[C@H]([C@@H](C)CC)n3cc([C@@H](N)CO)nn3)CC2)nc(N2CCN(C(=O)[C@H](CCCCN)n3cc([C@@H](N)CC(C)C)nn3)CC2)n1	.	-10%
CN1CCN(c2ccc(/C=C3\C(=O)NC(=S)N(c4cccc(Br)c4)C3=O)o2)CC1	.	-2.8%
Cc1cc(=O)oc(C)c1C(=O)NCC1CCCO1 (centres undefined)	6	4.0%
Cc1ccc(OCC(=O)N2CCN(C(=O)c3ccco3)CC2)cc1	6	2.9%
O=C(NCc1ccco1)c1ccccc1-c1nc(-c2ccc(F)cc2)no1	5	-2.9%
CC(C)(O)C#Cc1ccc(C(=O)N2CCN(C(=O)c3ccco3)CC2)cc1	-5	4.0%
Cc1cc(NC(=O)CCC2COc3ccccc3O2)no1 (centres undefined)	3	-1.4%
Cc1sc2nc(CSc3n[nH]c(N)n3)[nH]c(=O)c2c1C	4	-1.9%
CCS(=O)(=O)N1CCCC(C(=O)N2CCc3ccccc3C2)C1 (centres undefined)	0	.
Cc1ccc(S(=O)(=O)Nc2nonc2C)cc1	0	.
O=C(Cc1cccc2ccccc12)N/N=C/c1ccc(F)cc1	2	1.6%
CCOc1ccccc1NC(=O)c1cc(S(=O)(=O)N2CCC3(CC2)OCCO3)ccc1F	.	-1.1%
C(=Nc1ccc(N2CCOCC2)cc1)c1c[nH]c2ccccc12	8	-1.2%

4 compounds drawn at random from the list so far:
SMILES	RmlCD inh 1536	M. tuberculosis GlmU
O=C(NCc1ccco1)c1ccccc1-c1nc(-c2ccc(F)cc2)no1	5	-2.9%
COc1ccc(Cc2nc(N)nc(N)n2)cc1	.	-2.2%
CN1CCN(c2ccc(/C=C3\C(=O)NC(=S)N(c4cccc(Br)c4)C3=O)o2)CC1	.	-2.8%
CCS(=O)(=O)N1CCCC(C(=O)N2CCc3ccccc3C2)C1 (centres undefined)	0	.

New compounds follow.
SMILES	RmlCD inh 1536	M. tuberculosis GlmU
Cn1c2ccc(F)cc2c2ncn(CCCN(CCO)CCO)c(=O)c21	-2	-4.5%
CCN(CC)c1ccc(/C=c2\sc3nnc(-c4ccccc4Cl)n3c2=O)cc1	.	2.1%
O=C1c2ccccc2C(=O)N1CCc1nc2ccccc2c(=O)n1Cc1ccco1	1	0.2%
Cc1ccc(Cn2nc(C)c(NC(=O)C3CC3)c2C)cc1	.	-2.9%
COC(=O)c1sc(N)c(C(=O)OC)c1COC(=O)[C@@H](NS(=O)(=O)c1cccc(Cl)c1)C(C)C	-10	-3.5%
COc1ccc(N(CC(=O)NN=C2CCCCCCC2)S(=O)(=O)c2ccccc2)cc1Cl	.	0.1%
CCOc1ccc2[nH]c(=O)c(CN(CCN3CCCC3)C(=S)Nc3ccccc3OC)cc2c1	-6	7.0%
Cn1c(=O)oc2cc(S(=O)(=O)Nc3ccc(Cl)cc3F)ccc21	-10	2.4%
CCCNC(=O)N1CCN(Cc2ccco2)CC1	.	-4.2%
Cn1c(CN2CCOCC2)nnc1SCc1ccc(C#N)cc1	7	-2.8%
CCOc1ccc(-c2nnn(CC(=O)NCc3ccccc3)n2)cc1	3	1.0%
O=C(Nc1nc(-c2cc3ccccc3o2)cs1)c1ccc(S(=O)(=O)N2CCCC2)cc1	-9	-8.0%
CCCN1CCN(C(=O)c2ccc(Sc3ccc(C)cc3)c(NC(C)=O)c2)CC1	28	-0.7%
CC(C)N(Cc1ccccc1)C(=S)Nc1ccc(F)cc1	-7	2.9%
Cc1ccsc1C1Nc2ccccc2C(=O)N1O (centres undefined)	-13	-3.8%
CCOC(=O)c1sc2nc(CN3CCN(c4cccc(C(F)(F)F)c4)CC3)[nH]c(=O)c2c1C	-3	0.6%
COc1cc(C(C)=O)ccc1COc1ccc(C(=O)OCC(=O)NC(C)(C)C)cc1OC	.	1.9%
O=C(/C=C/c1ccc(-c2cccc([N+](=O)[O-])c2)o1)N1CCOCC1	-3	5.8%
CCCn1c(CC)nc([N+](=O)[O-])c1Sc1ccc(C)cc1	10	4.2%
Cc1ccc(C2CC2C(=O)NNC(=S)Nc2cccc(C)c2)cc1 (centres undefined)	.	3.8%
CCN(CC)S(=O)(=O)c1ccc2[nH]c(=O)cc(C(=O)Nc3ccc(C)cc3)c2c1	-13	-0.8%
COc1ccc(CCNC(=O)CSc2nnc3ccc(-c4cccnc4)nn23)cc1	-2	-0.1%
CCN(CC(=O)Nc1ccc(OC)c(OC)c1)S(=O)(=O)c1ccc(C)cc1	8	-5.2%
O=C(CN1CCN(c2ccccc2O)CC1)Nc1cc([N+](=O)[O-])ccc1Cl	5	-1.6%
O=C(CC1C(=O)NCCN1Cc1ccccc1C(F)(F)F)NCCn1cccn1 (centres undefined)	-3	-1.0%
Cc1[nH]c2ccccc2c1/C=N/Nc1ccc([N+](=O)[O-])cc1S(=O)(=O)Nc1ccc(Cl)cc1	.	-7.3%
Cn1cccc1/C=N/NC(=O)Cc1cccc2ccccc12	10	1.5%
COc1ccc(NC(=O)NC2(C(=O)N3CCCCCC3)CCCCC2)cc1	.	1.1%
CC(C)C(=O)N1CCN(c2ccccc2N)CC1	10	1.7%
COc1cc2c(cc1OC)C(=O)Cc1ccc3c(c1CN(C)CC2)OCO3	?	-3.1%
CC1SC(C)C(=O)N(CC(=O)NCc2ccc(F)cc2)C1=O (centres undefined)	-9	-0.6%
Cn1cc(CN2CCC[C@H]2CO)c(-c2cccc(Cl)c2)n1	-10	-4.2%
CCCCN1c2ccccc2N(CCCO)c2cc(C)nnc21	.	8.7%
C=CCn1c(=O)c(C(=O)Nc2cccnc2)c(O)c2ccccc21	.	-3.0%
CCn1cc(/C=C/C(=O)c2ccc(O)cc2)c(C)n1	.	1.7%
CCN(CC)S(=O)(=O)c1ccc(C(=O)NCc2n[nH]c(=S)n2-c2ccc(Cl)c(Cl)c2)cc1	-49	0.1%
CCOc1ccc(OCC)c(S(=O)(=O)N2CCCCC2)c1	-10	1.2%
CS(=O)(=O)Nc1ccc(S(=O)(=O)NC2CCCCC2)cc1	.	-1.0%
C=CCOc1c(Br)cc(CNc2ccc(NC(=O)C(C)C)c(OC)c2)cc1OCC	.	-13%
CCCSc1nc2cc(OC)c(OC)cc2c(=N)n1CCCN1CCOCC1	4	8.2%

Rewritten as labelled records: part of the list above.
C=CCn1c(=O)c(C(=O)Nc2cccnc2)c(O)c2ccccc21
  RmlCD inh 1536 = . | M. tuberculosis GlmU = -3.0%
Cn1cc(CN2CCC[C@H]2CO)c(-c2cccc(Cl)c2)n1
  RmlCD inh 1536 = -10 | M. tuberculosis GlmU = -4.2%
COc1ccc(NC(=O)NC2(C(=O)N3CCCCCC3)CCCCC2)cc1
  RmlCD inh 1536 = . | M. tuberculosis GlmU = 1.1%
CCOc1ccc(OCC)c(S(=O)(=O)N2CCCCC2)c1
  RmlCD inh 1536 = -10 | M. tuberculosis GlmU = 1.2%

Next compounds follow:
SMILES	RmlCD inh 1536	M. tuberculosis GlmU
COc1cccc(N2C(=O)NC(=O)/C(=C/c3ccc4c5c(cccc35)CC4)C2=O)c1	.	-0.6%
O=C(Cc1ccccc1)NN1C(=O)/C(=C/c2ccccc2C(=O)O)SC1=S	-10	1.7%
C[C@@H](NCCc1ccc(O)cc1)[C@@H](O)c1ccc(O)cc1	.	-3.0%
COc1cc(OC)cc(C(=O)NCCSC2CCCCC2)c1	2	2.8%
CC1OC2(OC1C)C(=O)Nc1ccccc12 (centres undefined)	10	-0.5%
CS(=O)(=O)N(CC(=O)N1CCN(c2ccccc2F)CC1)c1ccc2c(c1)OCCO2	-9	5.0%
NC(=O)c1ccc2c(c1)S(=O)(=O)c1ccccc1C2=O	2	-3.8%
CCOc1ccc(OCC)c(S(=O)(=O)NCCOC23CC4CC(CC(C4)C2)C3)c1	.	-5.1%
CCCC[C@H](CN(N=O)[C@@H](Cc1ccccc1)CN(C)N=O)N(CCc1ccccc1)N=O	.	-1.0%
Cn1nc(C(F)(F)F)c(C(=O)Nc2ccc(Cl)cc2)c1Cl	-12	1.3%
CCCCCC(=O)NC(=S)Nc1ccc(N2CCOCC2)cc1	1	-3.3%
CCC(=O)N1c2ccccc2NC2=C(C(=O)CCC2)C1c1ccco1 (centres undefined)	21	0.4%
c1cc(CCN2CCCC2)ccn1	-13	-5.6%
CCN(CC)S(=O)(=O)c1cc(NC(=O)CSc2nccn2C)ccc1C	-6	-2.7%
Cc1cc(Br)cc2c1NC(=O)C2(O)CC(=O)c1ccco1 (centres undefined)	-6	-3.4%
COc1ccc(/C=N/NC(=O)c2cccnc2)cc1COc1ccc(NC(C)=O)cc1	6	-2.0%
O=CC(Cl)P(=O)(N1CCOCC1)N1CCOCC1 (centres undefined)	?	5.2%
CN(C)S(=O)(=O)c1ccc2c(c1)C(CC(=O)O)OC2=O (centres undefined)	7	1.1%
N/C(Cc1nc2ccccc2s1)=N\O	15	-2.8%
CCOC(=O)Cc1cc(-c2ccccc2)nc2ccc3ccccc3c12	-9	.

Whole records, looked up by structure. Order of screens: RmlCD inh 1536 | M. tuberculosis GlmU
CCN(CC)S(=O)(=O)c1cc(NC(=O)CSc2nccn2C)ccc1C is entered as -6 | -2.7%
CN(C)S(=O)(=O)c1ccc2c(c1)C(CC(=O)O)OC2=O (centres undefined) is entered as 7 | 1.1%
c1cc(CCN2CCCC2)ccn1 is entered as -13 | -5.6%

The listing continues.
SMILES	RmlCD inh 1536	M. tuberculosis GlmU
COC(=O)c1cnc(NNS(=O)(=O)c2ccc(C(F)(F)F)cc2)nc1C(F)(F)F	4	58%
COc1ccc(C(=O)NCC(=O)OCC(=O)c2ccc3c(c2)OCCO3)cc1	14	-1.9%
Fc1cccc(Nc2ncnc3sc4c(c23)CCC4)c1	8	-1.9%
CC(C)Sc1nc2sc3c(c2c2nnc(SCC(=O)NCc4ccco4)n12)CCCC3	-12	2.3%
CC(C)(O)c1cn(-c2nonc2N)nn1	-4	4.1%
CCOc1cc(CNCc2cccs2)cc(Br)c1OC	.	-0.6%
COc1ccc(F)cc1S(=O)(=O)NC1CCCC1	.	-2.4%
COc1ccc(OC)c(-n2c(-c3ccccc3)n[nH]c2=S)c1	.	3.6%
COc1cc(NC(=O)c2ccc(NS(=O)(=O)c3c(C)noc3C)cc2)cc(OC)c1	15	4.0%
CCCCOC(=O)c1ccc(O)cc1	.	2.1%
CCn1c2ccccc2c2nnc(SCC(N)=O)nc21	6	5.1%
CC(=O)c1ccc(NCCC(=O)c2ccccc2)cc1	3	8.5%
O=[N+]([O-])c1sccc1CS(=O)(=O)c1ccccc1	59	1.9%
CC(=O)Nc1ccc(Oc2sc(C(=O)c3ccccc3)c(N)c2C#N)cc1	13	-3.5%
Cc1ccc(C(=O)N2CCN(c3ccccc3F)CC2)cc1S(=O)(=O)N1CCOCC1	1	-1.9%
CC(NC(=O)C(c1ccccc1)c1ccccc1)C(=O)O (centres undefined)	1	-3.9%
Cc1oc(-c2ccc(Cl)cc2)nc1CS(=O)CC(=O)NCc1cccs1 (centres undefined)	-6	-2.3%
Cc1c(Cl)cccc1NC(=O)Nc1ccc(C(=O)N2CCCC2)cc1	10	-3.5%
O=C(OCc1ccccc1)/C(=C/c1ccc(Cl)cc1)NC(=O)c1ccccc1Cl	8	-5.4%
Cc1ccc(S(=O)(=O)N2CCN(C(=O)c3cccs3)CC2)cc1C	-8	4.4%
N#C/C(=C\c1cn(CC(=O)N2CCCCC2)c2ccccc12)C(=O)NCc1ccc2c(c1)OCO2	6	0.1%
COCCNC(=O)CCCn1c(=O)c2cc(OC)c(OC)cc2n(CC(=O)NCCC2=CCCCC2)c1=O	-1	-4.9%
O=C(NCCc1c[nH]c2ccccc12)C1Cc2ccccc2CN1C(=O)c1ccco1 (centres undefined)	3	2.4%
CCC(C)(C)NC(=O)CN(C(=O)CNS(=O)(=O)c1ccc(C)cc1)c1ccc2c(c1)OCCO2	-7	0.8%
O=C(NC(=O)c1ccccc1)Nc1ccc(-c2cnco2)cc1	-8	.
O=C(NCCC(c1ccccc1)c1ccccc1)c1cnccn1	-6	0.1%
Brc1cc(Cc2nnc(-c3ccccc3)o2)c(Br)s1	-1	1.3%
CC[C@H](C)[C@H](NC(N)=O)C(=O)Nc1ccc(S(=O)(=O)NC(C)C)cc1	.	2.9%
CC1(C)CC(=O)C(C=NCCN2CCN(C(=O)Cc3ccccc3)CC2)=C(O)C1	-31	6.4%
CNCCOc1ccccc1OC(C)C	4	-5.3%
CCCCCn1c(N)c(C(=O)NCCN2CCOCC2)c2nc3ccccc3nc21	8	-0.8%
CCN(C(=O)COC(=O)/C=C/c1ccccc1[N+](=O)[O-])C1CCS(=O)(=O)C1 (centres undefined)	-9	9.7%
CC1(c2ccc(Cl)cc2)NC(=O)N(CC(=O)NCc2cccs2)C1=O (centres undefined)	8	1.4%
CNc1nc(=S)[nH]c2ccccc12	-1	.
Cc1ccccc1CN1C(=O)CS/C1=N/N=C/c1ccco1	5	-5.8%
CC(=O)Oc1cc2c(C(=O)NCCCN3CCOCC3)c(C)oc2c2ccccc12	.	1.3%
NC(=O)CN(c1ccccc1)C1SC(=O)N(Cc2ccccc2)C1=O (centres undefined)	.	-1.0%
N=c1ccn(Cc2cccc(F)c2)cc1	-3	-6.0%
